From PubChem BioAssay
Lipid droplet = modulators of hepatic lipid droplet formation | AML12 mouse hepatocytes, oleate lipid droplets, BODIPY imaging | inhibition, % at 6.5 µM | actives 0.4% (n = 240,000) | AID 1656;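 active means lipid droplet intensity inhibited by at least 50%, with more than 500 cells counted; inconclusive means wells with under 300 cells, treated as cytotoxic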
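Assay system: AML12 mouse liver cells | Compound dosing: One dose, 6.5 µM compound | Read-out basis: Droplet intensity reduction, % inhibition | Measured by: Fluorescence imaging, 20x objective, two fields per well | Schedule: Overnight treatment with compound plus oleate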
MT stabilizer = microtubule stabilization, imaging screen; HeLa tubulin immunostaining HCS, 24 h; share of cells brighter than vehicle mean+2SD; % tubulin-high responders, % at 10 µM; actives 0.83% (n = 200,000);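 active means plate Z-score above 3 for both tubulin-high and condensed-nucleus cell shares, with cell loss under 80%, at 10 µM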;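 further: anti alpha tubulin signal scored within the nucleus-defined area of each cell; some results filed as inactive read as strong as hits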
Ins promoter up = MIN6 insulin promoter up-regulation. MIN6 insulin promoter-GFP reporter, high-content imaging; active compounds read high. z-score at 5 µM. AID 1625. actives 0.3% (n = 190,000);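 active means z-score above 3 at 5 µM with at least 500 cells counted in the well; inconclusive means wells under 500 cells, flagged as cytotoxic or low count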
WT yeast gro inh = growth inhibition of WT yeast, mitochondrial fusion screen; mitochondrial fusion phenotypic screen, WT strain; inhibition, % at 10 µM; actives 2.1% (n = 190,000); in the data active means inhibition above about 58%; tested in S. cerevisiae
b-catenin transl = beta-catenin nuclear translocation modulation | AID 1665 | nuclear translocation activity, % at 5 µM | actives 0.3% (n = 190,000) | HeLa beta-catenin nuclear translocation, immunofluorescence imaging;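 active means nuclear translocation activity above 50% at 5 µM, with a well cell count of 50 or more; inconclusive means wells under 50 cells across six images, flagged as toxic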;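 further: per-cell ratio of nuclear to cytoplasmic median beta-catenin stain intensity; plate controls were DMSO negative control for no effect and GSK-3 inhibitor IX positive control for full effect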
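Technique: fluorescence imaging of beta-catenin antibody stain plus DAPI / Material: human HeLa cell line / Incubation: compound treatment 24 h, 37°C, 5% CO2 / Read-out basis: % activation of per-cell nuclear versus cytoplasmic median beta-catenin signal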
NOD2 inhibition = NOD2 signaling inhibitors, cell-based, luminescence, uHTS, HEK293 (AID 1566). inhibition, % at 4 µM, or EC50 in µM where a hit was titrated. HEK293 NOD2/NF-kB luciferase reporter, luminescence; higher % means a stronger effect. actives 0.63% (n = 290,000); in the data active means inhibition above about 50%; further: many of its hits are not listed in these tables
Dynein transport = blocks dynein driven cargo transport along microtubules; 3617.4 mouse cells, GR-EGFP nuclear translocation imaging; test concentration mostly 20 µM; stimulated with dexamethasone, 1 µM; active compounds read low; z-score, hits read low; actives 0.47% (n = 220,000);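 active means plate z-score of nuclear minus cytoplasmic receptor signal below a set negative limit, without overly bright fluorescence or cell loss, cut at about -3.5 in these data, passing the limit was not always enough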;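 further: z-score of nuclear minus cytoplasmic ring GR-EGFP intensity difference per well; some compounds called inactive have numbers as strong as hits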
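Also added – dexamethasone, 1.0 µM final · Buffer or medium – tet-free, stripped-serum medium · Schedule – induction 48 h, compound 1 h, agonist 30 min · Detection – formaldehyde fixation, Hoechst nuclear stain, 10x automated fluorescence imaging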
Autophagy HCS = autophagy modulation, high-content screen; MEF GFP-LC3 puncta imaging; test concentration mostly 10 µM; calls only at 10 µM (by protocol); actives 0.98% (n = 190,000);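 active means percentage of spot-positive cells more than 3 SD above its plate mean, without a fluorescence outlier flag or 80% toxicity; inconclusive means no clear call, values can overlap the other calls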;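 further: spot-positive cell cutoff set from DMSO-treated cells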
Yfh1-off respiration = enhancers of respiration in Yfh1-depleted yeast, dose response, Friedreich's ataxia, plus single-dose screen (AID 1465). fold induction at 50 µM; hits with a dose series show EC50 in µM. S. cerevisiae Yfh1-off respiration, WST-1 reduction, 72 h; higher fold induction means a stronger effect. actives 0.074% (n = 220,000);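 active means fold induction of absorbance versus untreated yeast above a set limit, then at least 30% activation at any dose in follow-up; inconclusive means repeats straddling the limit, or above it without dose testing; inactive means fold induction below the set limit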;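 further: activators that raise dye reduction in frataxin-depleted yeast; strong numbers were not always called active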
WT yeast gro inh mutant strain = second read-out of WT yeast gro inh, no call of its own (marks repeat the call); inhibition, %; mitochondrial fusion phenotypic screen, mutant strain inhibition
Dynein transport cytoplasmic EGFP = recorded beside Dynein transport, whose call it bears; z-score; measured here: cytoplasmic GR-EGFP intensity; active compounds read high
Dynein transport nuclear GR-EGFP = also measured in Dynein transport; calls as there; z-score; measured here: nuclear GR-EGFP intensity;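 lower value marks the stronger effect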
Dynein transport cell count = second read-out of Dynein transport, no call of its own (marks repeat the call); z-score; measured here: cell count per field
Ins promoter up cell count = second read-out of Ins promoter up, no call of its own (marks repeat the call); cell count; measured here: cytotoxicity, nuclei count;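 total cells summed across four imaged fields per well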
Lipid droplet cells 6.5 µM = recorded beside Lipid droplet, whose call it bears; cell count; measured here: cell count, cytotoxicity flag;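 cells counted across two imaged fields per well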
b-catenin transl cell count 5 µM = recorded beside b-catenin transl, whose call it bears; cell count; measured here: cell count, cytotoxicity flag
MT stabilizer Hoechst-high % = second read-out of MT stabilizer, no call of its own (marks repeat the call); % Hoechst-high responders; measured here: nuclear condensation Hoechst responders;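 share of cells brighter than vehicle mean plus two SD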
MT stabilizer cytotoxicity % = recorded beside MT stabilizer, whose call it bears; toxicity, %; measured here: cytotoxicity by cell density;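 0% = mean cell density of plate MIN control wells and 100% = no cells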
Autophagy HCS cell loss 18 h = recorded beside Autophagy HCS, whose call it bears; toxicity, %; measured here: cell loss, nuclei count;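 cell loss after 18 h compound exposure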
* = called active by the depositor.

CC(=O)N(Cc1ccccc1)c1ncc2c(n1)c(=O)c(C#N)c1ccccn12 was read as Lipid droplet 4, MT stabilizer 1.1, Ins promoter up 0.4, WT yeast gro inh 4, b-catenin transl -1.3, NOD2 inhibition -3%, Dynein transport 0.3, Autophagy HCS inactive, Yfh1-off respiration inactive, WT yeast gro inh mutant strain -2, Dynein transport cytoplasmic EGFP -0.0048, Dynein transport nuclear GR-EGFP 0.1, Dynein transport cell count -0.17, Ins promoter up cell count 1173, Lipid droplet cells 6.5 µM 812, b-catenin transl cell count 5 µM 1226, MT stabilizer Hoechst-high % 1.1, MT stabilizer cytotoxicity % 8.2 and Autophagy HCS cell loss 18 h -11.
Screening O=C(COC(=O)C1=COCCO1)Nc1ccccc1Oc1ccccc1 returned Lipid droplet 21, MT stabilizer 1.3, Ins promoter up -0.25, WT yeast gro inh 14, NOD2 inhibition 5%, Dynein transport -0.31, Autophagy HCS inactive, Yfh1-off respiration inactive, WT yeast gro inh mutant strain 15, Dynein transport cytoplasmic EGFP -0.24, Dynein transport nuclear GR-EGFP -0.21, Dynein transport cell count 0.015, Ins promoter up cell count 1229, Lipid droplet cells 6.5 µM 696, MT stabilizer Hoechst-high % 1.3, MT stabilizer cytotoxicity % 31 and Autophagy HCS cell loss 18 h 10.
COc1ccc(C2C(C#N)=C(N)Nc3nc4ccccc4n32)cc1 (stereo not drawn) was read as Lipid droplet -2, MT stabilizer 1.3, Ins promoter up -0.13, WT yeast gro inh -9, b-catenin transl -0.4, NOD2 inhibition -35%, Dynein transport 0.45, Autophagy HCS inactive, Yfh1-off respiration inconclusive, WT yeast gro inh mutant strain 4, Dynein transport cytoplasmic EGFP -0.22, Dynein transport nuclear GR-EGFP 0.78, Dynein transport cell count -1.4, Ins promoter up cell count 1222, Lipid droplet cells 6.5 µM 627, b-catenin transl cell count 5 µM 1017, MT stabilizer Hoechst-high % 1.8, MT stabilizer cytotoxicity % 5.4 and Autophagy HCS cell loss 18 h -35.
CCc1ccccc1N(CC)C(=O)CCc1nc(-c2ccc(C)cc2)no1 was read as MT stabilizer 2.2, WT yeast gro inh 72*, b-catenin transl -3.1, NOD2 inhibition -12%, Dynein transport -0.76, Autophagy HCS inactive, Yfh1-off respiration inactive, WT yeast gro inh mutant strain 22*, Dynein transport cytoplasmic EGFP -0.24, Dynein transport nuclear GR-EGFP -0.39, Dynein transport cell count -0.79, b-catenin transl cell count 5 µM 1179, MT stabilizer Hoechst-high % 3.4, MT stabilizer cytotoxicity % 4.5 and Autophagy HCS cell loss 18 h -8.
Cc1nn(C)cc1/C=N/NC(=S)Nc1ccccc1 was read as MT stabilizer 2.5, Ins promoter up -0.23, WT yeast gro inh 13, b-catenin transl -2.3, NOD2 inhibition -35%, Dynein transport 0.045, Autophagy HCS inactive, Yfh1-off respiration inactive, WT yeast gro inh mutant strain 8, Dynein transport cytoplasmic EGFP 0.5, Dynein transport nuclear GR-EGFP 0.57, Dynein transport cell count 0.077, Ins promoter up cell count 1114, b-catenin transl cell count 5 µM 943, MT stabilizer Hoechst-high % 1.9, MT stabilizer cytotoxicity % 7.3 and Autophagy HCS cell loss 18 h -28.
For Cn1c(C(=O)N2CCN(C(=O)c3ccco3)CC2)cc2c(=O)n(C)c3ccccc3c21 the results were MT stabilizer 2.2, Ins promoter up 1.3, WT yeast gro inh 12, b-catenin transl 0.7, NOD2 inhibition 21%, Dynein transport 1.9, Autophagy HCS inactive, Yfh1-off respiration inactive, WT yeast gro inh mutant strain -4, Dynein transport cytoplasmic EGFP -0.067, Dynein transport nuclear GR-EGFP 1.4, Dynein transport cell count -0.78, Ins promoter up cell count 1008, b-catenin transl cell count 5 µM 1222, MT stabilizer Hoechst-high % 3.6, MT stabilizer cytotoxicity % 11 and Autophagy HCS cell loss 18 h 8.
Screening Cc1ccc(C(=O)Nc2nc(-c3cccnc3)cs2)o1 returned MT stabilizer 3.2, Ins promoter up -0.05, WT yeast gro inh -13, b-catenin transl 2.6, NOD2 inhibition -3%, Dynein transport -0.16, Autophagy HCS inactive, Yfh1-off respiration inactive, WT yeast gro inh mutant strain -82, Dynein transport cytoplasmic EGFP -0.19, Dynein transport nuclear GR-EGFP 0.15, Dynein transport cell count -0.23, Ins promoter up cell count 1534, b-catenin transl cell count 5 µM 1342, MT stabilizer Hoechst-high % 1.7, MT stabilizer cytotoxicity % 1.2 and Autophagy HCS cell loss 18 h 5.
Screening CCOc1ccc(Nc2ncnc3c2cnn3-c2ccccc2)cc1 returned Lipid droplet 0, MT stabilizer 5.3, Ins promoter up -0.22, WT yeast gro inh 15, b-catenin transl -0.8, NOD2 inhibition -21%, Dynein transport 0.28, Autophagy HCS inactive, WT yeast gro inh mutant strain 3, Dynein transport cytoplasmic EGFP -0.17, Dynein transport nuclear GR-EGFP 0.33, Dynein transport cell count -0.11, Ins promoter up cell count 1830, Lipid droplet cells 6.5 µM 636, b-catenin transl cell count 5 µM 1063, MT stabilizer Hoechst-high % 2.2, MT stabilizer cytotoxicity % 5.6 and Autophagy HCS cell loss 18 h -17.
Screening Nc1c(C(=O)NCCN2CCOCC2)c2nc3ccccc3nc2n1-c1ccc2c(c1)OCO2 returned Lipid droplet 30, MT stabilizer 2.5, Ins promoter up 0.45, WT yeast gro inh -2, NOD2 inhibition 19%, Dynein transport 0.72, Autophagy HCS active, Yfh1-off respiration inactive, WT yeast gro inh mutant strain 12, Dynein transport cytoplasmic EGFP -0.13, Dynein transport nuclear GR-EGFP 0.54, Dynein transport cell count 0.3, Ins promoter up cell count 1081, Lipid droplet cells 6.5 µM 602, MT stabilizer Hoechst-high % 3.2, MT stabilizer cytotoxicity % 15 and Autophagy HCS cell loss 18 h -15*.
Screening COc1ccccc1-c1nc(-c2ccccn2)no1 returned MT stabilizer 3.4, Ins promoter up 1.1, WT yeast gro inh 44, NOD2 inhibition -39%, Dynein transport 0.7, Autophagy HCS inactive, Yfh1-off respiration inactive, WT yeast gro inh mutant strain 37, Dynein transport cytoplasmic EGFP -0.15, Dynein transport nuclear GR-EGFP 0.41, Dynein transport cell count -0.45, Ins promoter up cell count 902, MT stabilizer Hoechst-high % 3.7, MT stabilizer cytotoxicity % 6.5 and Autophagy HCS cell loss 18 h 11.
O=C(O)Cc1ccc(C(=O)c2cccs2)s1 was read as MT stabilizer 2.2, Ins promoter up 1.4, WT yeast gro inh 1, b-catenin transl -2.2, NOD2 inhibition 2%, Dynein transport 0.94, Autophagy HCS inactive, Yfh1-off respiration inactive, WT yeast gro inh mutant strain -6, Dynein transport cytoplasmic EGFP -0.19, Dynein transport nuclear GR-EGFP 0.3, Dynein transport cell count -0.36, Ins promoter up cell count 1043, b-catenin transl cell count 5 µM 897, MT stabilizer Hoechst-high % 1.7, MT stabilizer cytotoxicity % 5.7 and Autophagy HCS cell loss 18 h 2.
`CC(=O)Nc1ccc(/C(C)=N/Nc2nc(Nc3ccccc3)nc(N3CCOCC3)n2)cc1` gave Lipid droplet inconclusive, MT stabilizer 3.0, Ins promoter up -0.46, WT yeast gro inh -20, b-catenin transl -0.2, NOD2 inhibition 14%, Dynein transport -0.93, Autophagy HCS active, Yfh1-off respiration inactive, WT yeast gro inh mutant strain -13, Dynein transport cytoplasmic EGFP -0.33, Dynein transport nuclear GR-EGFP -0.32, Dynein transport cell count 1, Ins promoter up cell count 944, b-catenin transl cell count 5 µM 1008, MT stabilizer Hoechst-high % 2.6, MT stabilizer cytotoxicity % 6.8 and Autophagy HCS cell loss 18 h -5.0*.
`Cc1nc(NC(=O)C2CC2)sc1C(=O)N1CCCCC1` gave MT stabilizer 8.8, Ins promoter up -0.29, WT yeast gro inh 9, b-catenin transl -1.7, NOD2 inhibition -7%, Dynein transport 1.2, Autophagy HCS inactive, Yfh1-off respiration inactive, WT yeast gro inh mutant strain 12, Dynein transport cytoplasmic EGFP -0.23, Dynein transport nuclear GR-EGFP 1.1, Dynein transport cell count 0.21, Ins promoter up cell count 1088, b-catenin transl cell count 5 µM 1125, MT stabilizer Hoechst-high % 3.4, MT stabilizer cytotoxicity % 6.8 and Autophagy HCS cell loss 18 h 1.
CCN(CC(=O)Nc1sc2c(c1C#N)CCC(C)C2)Cc1nc2ccccc2c(=O)[nH]1 (stereo not drawn) was read as Lipid droplet 6, MT stabilizer 3.8, Ins promoter up 0.17, WT yeast gro inh 7, b-catenin transl -4.7, NOD2 inhibition 5%, Dynein transport 1.3, Autophagy HCS inactive, Yfh1-off respiration inactive, WT yeast gro inh mutant strain -3, Dynein transport cytoplasmic EGFP -0.11, Dynein transport nuclear GR-EGFP -0.059, Dynein transport cell count -1.6, Ins promoter up cell count 1644, Lipid droplet cells 6.5 µM 683, b-catenin transl cell count 5 µM 1105, MT stabilizer Hoechst-high % 3.0, MT stabilizer cytotoxicity % 8.5 and Autophagy HCS cell loss 18 h -4.

Only part of the results is shown; count on the stated rates, not on these rows.
